Screening data as filed in PubChem BioAssay.
TAG inh: inhibitors of triacylglycerol accumulation, primary screen, cell-based, uHTS, fluorescence, H9c2 | 230,000 compounds, 0.66% hits | H9c2 cells, Nile Red lipid (TAG) fluorescence; cells loaded with 200 µM oleic acid | inhibition, % at 12.5 µM;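 active means pattern-corrected inhibition of lipid staining of at least 50% with the nuclear-stain viability signal not falling by more than 50%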;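 further: 0% = DMSO wells and 100% = triacsin C control wells; some results filed as inactive read as strong as hits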
TAG inh DAPI viability: further read-out of TAG inh, marked with its call; DAPI nuclei signal change (viability), lower = more cytotoxic, %;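 whole-well DAPI fluorescence read on a plate reader as a viability signal; minus 50 percent equals half of cells still viable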
An asterisk follows results filed as active. Some of the compounds tested; the hit share may differ from the screen's.

Compound	TAG inh	TAG inh DAPI viability
N#CCc1ccc(OC(=O)c2ccncc2)cc1	-8	8
Cc1ccc(F)c([C@H]2[C@@H]3C=CCC[C@@]3(C)C(=O)N2Cc2ccccc2)c1	-19	5
CCC(c1nnc(SCC(=O)Nc2cc(S(C)(=O)=O)ccc2Cl)n1Cc1ccccc1)N(C)C (stereo not given)	-2	0
O=C(Nc1ccccc1OC(F)F)c1ccc(-n2cncn2)c([N+](=O)[O-])c1	8	-5
COc1cc(C(=O)COC(=O)C2CC2(Cl)Cl)cc(OC)c1OC (stereo not given)	-4	-1
O=C(NCC(c1ccco1)N1CCc2ccccc21)C(=O)Nc1ccccc1F (stereo not given)	3	-9
O=C(CN1CCN(S(=O)(=O)c2ccc(Br)cc2)CC1)Nc1ccc(F)cc1	1	-20
Cc1cc(C)c2nc(-c3ccccn3)cc(C(=O)Nn3cnnc3)c2c1	0	-2

(listing goes on)
Compound	TAG inh	TAG inh DAPI viability
CN(c1ccc(OCC(=O)Nc2cc(Cl)ccc2C(=O)O)cc1)S(=O)(=O)c1ccc(F)cc1	15	-4
COc1ccc(-c2cc(C#N)nc(NN)n2)cc1	5	9
O=C(C[C@@H]1C[C@@H]2c3cc(NC(=O)C4CCOCC4)ccc3O[C@@H]2[C@H](CO)O1)NCc1ccccn1	-11	-1
COc1ccc(C2c3[nH]c4ccccc4c3CCN2C(=O)c2ccc(=O)n(C)n2)c(F)c1 (stereo not given)	3	7
Cc1ccc2c(CC(=O)OC(C)C(=O)NCc3ccc4c(c3)OCO4)coc2c1 (stereo not given)	3	4
N=c1n(CCCOc2ccccc2Cl)c2ccccc2n1CC(N)=O	35	-11
CCOC(=O)C(=O)NC(C)c1ccccc1 (stereo not given)	3	-10
CCOC(=O)N1CCC(NC(=O)c2oc3c(C)c(C)ccc3c2C)CC1	16	6

(next part)
Compound	TAG inh	TAG inh DAPI viability
COc1ccc(NC(=O)C[C@H]2C(=O)N(c3ccc(OC)cc3)C[C@@H]2CSC)cc1	7	-2
COc1ccc(N2CCN(C(=O)COC(=O)Cc3ccc(F)cc3)CC2)cc1	-4	13
COc1ccc(S(=O)(=O)n2ccnc2C)c(C)c1C	-12	0
CC(C)C(c1nnnn1Cc1ccccc1)N1CCC(C(N)=O)CC1 (stereo not given)	5	1
CCOC(=O)N1CCN(C(=O)COc2cc(=O)n(CC)c3ccccc23)CC1	10	2
CC(C)(C)OC(=O)NCc1ccc(NC(=O)c2nc[nH]c2C(=O)N[C@@H](Cc2ccccc2)C(=O)OC(C)(C)C)cc1	-16	5
COCCN(CC(=O)Nc1cccc(C)c1C)C(=O)CN1C(=O)NC2(CCCCC2)C1=O	-8	20
CC(C)NC(=O)N(C)C[C@@H]1OCc2ccccc2-c2c(n(C)c3ccccc23)C(=O)N([C@@H](C)CO)C[C@@H]1C	-2	-3

Carrying on.
Compound	TAG inh	TAG inh DAPI viability
COC(=O)CSc1nc(NC(C)C)nc(N(C)C)n1	-3	1
O=C1c2ccccc2C(=O)N1CCN1CCOCC1	11	-14
Cc1ccc(NC(=O)COc2cccc(C)c2C)cc1S(=O)(=O)N1CCCCCC1	-39	-1
CCCCNC(=O)N1CCN(C/C=C/c2ccccc2)CC1	-2	-7
O=C(NC1=NCCS1)c1ccc(Cl)c(S(=O)(=O)N2CCCCC2)c1	-42	-2
COc1ccc2c(c1)C(c1cccs1)=NNC(c1cccnc1)=N2	-1	-1
C#Cc1cccc(C(=O)N2CCCC(CCC(=O)NCc3ccccc3F)C2)c1 (stereo not given)	0	4
CN(C)C(CNC(=O)c1cc(Br)c(Br)s1)c1ccco1 (stereo not given)	-2	4

Next structures follow:
Compound	TAG inh	TAG inh DAPI viability
CCC(SC1=Nc2ccccc2C2=NC(CC(C)C)C(=O)N12)C(=O)Nc1ccc2c(c1)OCO2 (stereo not given)	4	-5
CC(C)C(C)N(Cc1ccc(C(=O)O)cc1)C(=O)c1ccc2ccccc2n1 (stereo not given)	-6	-12
COc1ccc(Cl)cc1NC(=O)CN(C)C(=O)CN1C(=O)NC2(CCCC2)C1=O	-8	-1
COc1ccc(NC(=O)Nc2cccc3ccccc23)cc1OC	17	-2
COC(=O)c1sc(-c2ccccc2)cc1NC(=O)C1CC1	9	-13
CCOC(=O)[C@H]1[C@H]2COc3ccc(Br)cc3[C@H]2N2C(=O)CN(Cc3ccc(C)cc3)C(=O)[C@@]12C	2	6
CCOc1ccc(NC(=O)CSc2nnc(-c3ccccn3)n2N)cc1	2	-5
COc1ccc(CC(=O)NCc2nnc(SCC(=O)c3ccc(OC)cc3)n2C)cc1	-1	3

Additional entries.
Compound	TAG inh	TAG inh DAPI viability
COc1ccc(N2C(=O)NC(NS(=O)(=O)c3ccccc3)(C(F)(F)F)C2=O)cc1 (stereo not given)	-6	-4
Cc1ccc(NC(=O)C2(C)CCN2C(=O)Cc2ccc(C(C)C)cc2)cc1 (stereo not given)	-15	-1
Cc1[nH]c2ccc(-c3n[nH]c(=S)n3Cc3ccccc3)cc2c1C	0	-7
COc1cc2nc3n(c(=O)c2cc1OC)-c1cc2ccccc2cc1C(=O)NC3Cc1ccccc1 (stereo not given)	28	-5
O=C1C=C(Nc2cccnc2)c2ccccc2C1=O	-8	7
C[C@@H]1CN([C@H](C)CO)C(=O)CCCn2nncc2CO[C@@H]1CN(C)C(=O)Cc1ccccc1	-1	-5
N#Cc1c(N)n(CCNC(=O)c2ccc(Cl)cc2)c2nc3ccccc3nc12	-20	54
O=C(NNC1CC(=O)N(c2ccc(F)cc2)C1=O)c1cccnc1 (stereo not given)	6	2

Other entries follow:
Compound	TAG inh	TAG inh DAPI viability
CCOC(=O)COc1ccc2c(=O)c(-c3ccccc3OC)coc2c1	2	-6
CC(C)(C)c1ccc(NC(=S)NCc2cccnc2)cc1	5	-9
COc1ccc(-n2cc(-c3ccccc3)c3c(N4CC(C)OC(C)C4)ncnc32)cc1 (stereo not given)	-13	5
O=C1C=C(c2cccc(Cl)c2)C[C@@H](c2ccc(Cl)cc2)C1	7	0
Cc1cccn2c(=O)c(/C=C(\C#N)S(=O)(=O)c3ccccc3)c(N3CCCCC3)nc12	-4	12
Cn1c(SCC(=O)NCCc2ccccc2)nnc1-c1ccco1	2	-2
O=C(NCc1ccccc1F)c1ccc(S(=O)(=O)NCc2ccco2)cc1	-2	1
COC(=O)[C@H](Cc1ccccc1)N(Cc1ccccc1)S(=O)(=O)N(Cc1ccccc1)[C@@H](Cc1ccccc1)C(=O)OC	6	3

New compounds follow
Compound	TAG inh	TAG inh DAPI viability
Cc1nc2nc3c(c(=O)n2[nH]1)CCCC3	6	-5
Nc1nc(-c2ccccc2)nc2nonc12	13	0
Cn1c(=O)oc2cc(S(=O)(=O)N3CCN(c4ccccn4)CC3)ccc21	-9	5
COc1ccc(-n2c(-c3ccc(Cl)cc3Cl)n[nH]c2=S)c(OC)c1	-3	3
Cc1cc(C(=O)CCl)c(C)n1CCc1ccc(Cl)cc1	59*	-41*
Cc1ccc(-c2nnc(Cc3ccc([N+](=O)[O-])cc3)o2)cc1	-4	2
COc1cccc(C(=O)NCCN2CCN(c3ccccc3)CC2)c1	-6	-6
O=c1[nH][nH]c(-c2ccccc2)c1C=Nc1cccc(Cl)c1	13	13

(continued)
Compound	TAG inh	TAG inh DAPI viability
CCCNC(=O)N1CCC(c2ccc3c(c2)OCO3)CC1	-17	6
CCOC(=O)c1ccc(S(=O)(=O)N2CCN(C3CC(=O)N(c4ccc(OC)cc4)C3=O)CC2)cc1 (stereo not given)	-17	2
CC(C)(C)NC(=O)c1cc(NC(=O)c2ccco2)cc(NC(=O)c2ccco2)c1	5	0
COc1ccc(Cc2nnc(NC(=O)c3ccccc3F)s2)cc1OC	-5	-8
O=C(Nc1ccccc1)c1cc(C2CCCN(C(=O)CCc3ccccc3)C2)on1 (stereo not given)	6	7
CCN1C(=O)C(CC(=O)Nc2ccc(OC)cc2)N(Cc2ccc(OC)c(OC)c2)C1=S (stereo not given)	4	15
O=C(NC1CC(=O)c2sccc21)c1cccc(C(F)(F)F)c1 (stereo not given)	-18	10
CCCCn1c(N)c(N(CCOC)C(=O)CSc2ccc([N+](=O)[O-])cc2)c(=O)[nH]c1=O	-8	8

The listing continues:
Compound	TAG inh	TAG inh DAPI viability
Cc1ccccc1C(=O)NCC(=O)OCCCOC(=O)CNC(=O)c1ccccc1C	-17	6
CC(=O)c1cccc(NC(=O)N2CCOCC2)c1	10	-1
CCc1nc2ccc(C(=O)Nc3cc(-c4ccccc4)ccc3OC)cn2c1N(C)C(=O)c1cccc(OC)c1	-4	-3
Cc1ccc(CNC(=O)CCCn2nc(C)n3ccnc3c2=O)cc1	3	-15
O=C(CCN1C(=O)C2CCCCC2C1=O)Nc1nc2ccc(F)cc2s1 (stereo not given)	-7	-9
Cc1ccc2c(CC(=O)Nc3cccc(S(=O)(=O)N4CCOCC4)c3)coc2c1	15	12
COCCN(Cc1ccccc1)C(=O)c1ccc(C(=O)c2ccccc2)cc1	7	2
N#C/C(=C/c1ccc(N2CCOCC2)o1)C(=O)N1CCOCC1	7	-6

(further entries)
Compound	TAG inh	TAG inh DAPI viability
Cc1ccc(CN(Cc2cc3cc(C)ccc3[nH]c2=O)C(=O)N2CCOCC2)cc1	10	2
O=C(COC(=O)c1cccc(S(=O)(=O)NCc2ccccc2)c1)c1ccc2c(c1)OCCO2	-4	-5
CCCCCCCCOC(=O)c1c(CSC(=N)N)n(C)c2cc(Br)c(OC(C)=O)cc12	104	-69
COc1cccc(CC(=O)N2CCN(S(=O)(=O)c3ccc(Br)cc3)CC2)c1	1	1
O=c1cc(CSc2ccc(S(=O)(=O)N3CCCCC3)cn2)nc2sccn12	-6	18
Cc1cc(SCC(=O)c2cccs2)n2nc(C)c(-c3ccc(Cl)cc3)c2n1	-5	-21
O=C(CNc1cc(S(=O)(=O)N2CCOCC2)ccc1NCC1CCCO1)Nc1ccc(C(F)(F)F)cc1 (stereo not given)	-5	-2
CCC(CC)c1nnc(NS(=O)(=O)Cc2ccccc2)s1	-13	11

Brought forward from above: 2 entries, then new ones.
Compound	TAG inh	TAG inh DAPI viability
O=C(CNc1cc(S(=O)(=O)N2CCOCC2)ccc1NCC1CCCO1)Nc1ccc(C(F)(F)F)cc1 (stereo not given)	-5	-2
CCC(CC)c1nnc(NS(=O)(=O)Cc2ccccc2)s1	-13	11
CCOc1ccc2nc(COC(=O)c3cccs3)c(C(C)=O)[n+]([O-])c2c1	-30	3
COc1ccc(S(=O)(=O)NC(=O)C2(C)CCN2C(=O)CCC2CCCC2)cc1OC (stereo not given)	5	-3
CCCNC(=O)C1(C)CCCN(C(=O)c2ccc(C)c(F)c2)C1 (stereo not given)	1	-2
COc1cccc(NC(=O)CN(C)C(=O)CCNC(=O)c2ccccc2Cl)c1	-4	-7
CC(=O)NC1N=C(C)N(c2ccccc2)C1=O (stereo not given)	-2	11
COc1cccc(=O)c2c(C)n(CC(=O)c3ccccc3)c(C)c12	-2	3
O=S(=O)(Nc1ncccn1)c1ccc(NC(=S)NCCc2ccccc2)cc1	2	-8
COc1ccc(-c2cc(=O)[nH][nH]2)cc1	-4	-1

Next part:
Compound	TAG inh	TAG inh DAPI viability
O=C(NC1CCCCC1)c1c(O)nc2sccn2c1=O	12	-3
CC(=O)c1cc2c(cc1NC(=O)c1cc(C)nn1-c1ccccc1)OCO2	33	-8
S=c1[nH]nc(CNc2cccc(Cl)c2)o1	-3	-2
CCC(=O)Nc1nnc(Sc2ccc(N(C)C)cc2)s1	-1	-1
CCOc1cc(CNc2ccc3c(c2)CCC3)ccc1O	-16	-1
COc1cccc(/C=C/C(=O)OCC(=O)Nc2cccc(S(=O)(=O)NC3=NCCCCC3)c2)c1	13	-1
Nc1c(C(=O)NCCC2=CCCCC2)sc2ccc(S(=O)(=O)N3CCCCC3)cc12	-5	-2
CCCNC(=O)C(Cc1ccc(OC)cc1)NC(=O)c1ccc(C#N)cc1 (stereo not given)	-19	-6

(listing goes on)
Compound	TAG inh	TAG inh DAPI viability
Cc1cc(S(=O)(=O)Nc2c(C(=O)O)[nH]c3ccccc23)ccc1F	5	-4
CCN(Cc1nc2ccccc2c(=O)[nH]1)C(=O)c1cccc(OCc2c(C)noc2C)c1	-1	-3
Cc1cc(C2C(=O)C(C(=O)c3ccc(Cl)cc3)C(=O)CC2(C)C)on1 (stereo not given)	-13	11
CC1CCC2C(C1)Nc1c(C(=O)O)cccc1C2(C)C (stereo not given)	-7	2
O=C(NCc1ccc(F)cc1)c1cnc2sccn2c1=O	8	-5
O=C(CP(=O)(c1ccccc1)c1ccccc1)Nc1nc2ccccc2s1	3	-2
O=C(c1cccc(S(=O)(=O)N2CCc3ccccc32)c1)N1CCOCC1	-4	-2
C[C@H]1CN([C@@H](C)CO)C(=O)CCCn2cc(nn2)CO[C@@H]1CN(C)C(=O)Nc1ccccc1	-7	5

Later entries.
Compound	TAG inh	TAG inh DAPI viability
COc1ccc(-n2nc3c(c2NC(=O)C2CCCC2)CS(=O)(=O)C3)cc1	-1	3
CCCCNc1c(-c2ccc(OC)c(Sc3ccc(OC)cc3)c2)nc2cnccn12	-1	60
COc1cccc(-c2noc(-c3ccc(Cl)nc3)n2)c1	-23	-4
CCOC(=O)C1CCCN(Cc2nc(Cc3cccc(F)c3)no2)C1 (stereo not given)	-6	10
O=C1CCCS(=O)(=O)c2ccccc21	16	3
O=C(N/N=C/c1cccc(Oc2ccccc2)c1)c1ccccc1F	0	-10
Cc1cccc(NC(=O)CSCC(=O)Nc2ccc(S(=O)(=O)N3CCCC3)cc2)c1	-1	3

Reprinted from the results shown (5 entries):
Compound	TAG inh	TAG inh DAPI viability
C[C@H]1CN([C@@H](C)CO)C(=O)CCCn2cc(nn2)CO[C@@H]1CN(C)C(=O)Nc1ccccc1	-7	5
COc1ccc(-n2nc3c(c2NC(=O)C2CCCC2)CS(=O)(=O)C3)cc1	-1	3
CCCCNc1c(-c2ccc(OC)c(Sc3ccc(OC)cc3)c2)nc2cnccn12	-1	60
COc1cccc(-c2noc(-c3ccc(Cl)nc3)n2)c1	-23	-4
CCOC(=O)C1CCCN(Cc2nc(Cc3cccc(F)c3)no2)C1 (stereo not given)	-6	10
